GLS inhibitor: blocks human kidney-isoform glutaminase activity; O94925; GLS enzymatic activity, qHTS titration; Potency, µM (titrated, usually from 45.5 µM), for inactives: top-dose activity change, negative = inhibition, most hits filed as inhibitors; 410,000 tested, 0.21% active; further: potency means the concentration at half of the fitted maximal effect; on the % scale 0 is the no-effect control and ±100 the full control effect
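hKGA in 45 mM KH2PO4 (pH 8.2), 0.02% Tween-20 with compound, then 1mM L-Glutamine (stock as added) plus glutamate oxidase/HRP/Amplex red coupling mix. Fluorescence read initially and after 30 min at RT; signal change reflects glutamate formation.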
Tb PGK inh: T. brucei PGK inhibition | Potency, µM (top dose mostly 57.5 µM), for the others: at the highest dose activity change, negative = inhibition, actives largely listed as inhibitors | AID 602233 | 380,000 tested, 0.043% active | PGK/GAPDH coupled, Kinase-Glo luminescence, 60 min; further: potency means the concentration at half of the fitted maximal effect; on the % scale 0 is the no-effect control and ±100 the full control effect; nearly all actives have a fitted effect of over 60% in size
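Recombinant glycosomal PGK reaction used 1,3-bisphosphoglycerate generated in-well by GAPDH (100nM final) in 100mM TEA pH 7.6, 5mM MgCl2, 0.01% Tween-20. After 60 minutes at room temperature, ATP was read by Kinase-Glo Plus luminescence end-point.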
HP1b binding inh: HP1-beta chromodomain-methylated histone interaction inhibition; P83916; 390,000 tested, 0.56% active; Potency, µM (titrated, usually from 114 µM), without a hit: at the highest dose activity change, negative = inhibition, usual class: inhibitors; AlphaScreen HP1-beta / biotin-H3K9me3 peptide binding; AID 540317; further: potency means the concentration at half of the fitted maximal effect; nearly all actives have a fitted effect of over 70% in size; inactives centre near 23
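AlphaScreen: HP1-beta (50 nM) preformed 30 min with biotin-H3(1-18)K9me3 peptide (50 nM) in PBS pH 7.4, 0.01% Tween-20. Compound added for 30 min at RT, then streptavidin donor/nickel chelate acceptor beads (10 ug/mL) for 30 min.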
Pin1 inh: inhibitors of human Pin1; Q13526; Pin1 FP peptide displacement, HiFluor488, 10 min; Potency, µM (top dose mostly 115 µM), inactives show at the highest dose activity, negative = inhibition, most hits filed as inhibitors; 390,000 tested, 0.009% active; AID 504891; active means well fitted inhibition curve with a large enough effect in the polarisation, with a control signal flat, not every such curve was filed as active; inconclusive means small, poorly fitted or top-dose-only effect, or effect the other way, or a change in a side signal; inactive means no such curve, though single readings can be large or run the other way; the % refers to the polarisation; further: potency means the concentration at half of the fitted maximal effect; on the % scale 0 is the no-effect control and ±100 the full control effect
Target sequence (Q13526 whole entry, looked up): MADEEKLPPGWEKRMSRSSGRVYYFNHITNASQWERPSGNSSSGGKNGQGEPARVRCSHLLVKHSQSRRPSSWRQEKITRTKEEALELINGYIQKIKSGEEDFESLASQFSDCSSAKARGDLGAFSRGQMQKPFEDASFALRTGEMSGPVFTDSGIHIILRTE
JMJD2A Tudor inh: inhibitors of human JMJD2A Tudor domain. O75164. AlphaScreen JMJD2A-Tudor / H3K4me3 peptide binding. Potency, µM (doses to about 114 µM), for the others: at the highest dose activity change, negative = inhibition, actives largely listed as inhibitors. 390,000 tested, 4.4% active; further: potency means the concentration at half of the fitted maximal effect; on the % scale 0 is the no-effect control and ±100 the full control effect; nearly all actives have a fitted effect of over 50% in size
Pol eta inh: inhibitors of human DNA polymerase eta; Q9Y253; recombinant Pol eta, fluorescent DNA replication assay; Potency, µM (series often up to 114 µM), for inactives: at the highest dose activity change, negative = inhibition, hits mostly inhibitors; 390,000 tested, 1.2% active; AID 588591; further: potency means the concentration at half of the fitted maximal effect; on the % scale 0 is the no-effect control and ±100 the full control effect
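Pol eta at 10 nM preincubated with compounds 15 min at room temperature; reaction started with fluorescent substrate (50 nM final) and read kinetically at 0 and 10 min.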
PI4K2A block: PI4K2A (human) kinase inhibition | purified PI4K2A, ADP-Glo luminescence, 1 h; hits give low values | activity change, negative = inhibition, % at 76.9 µM | 420,000 tested, 0.13% active; in the data active means activity change below about -50%; inconclusive means mostly about -30% to -49%;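 further: -100% = wells without enzyme as full effect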
Target sequence (Q9BTU6 whole entry, looked up): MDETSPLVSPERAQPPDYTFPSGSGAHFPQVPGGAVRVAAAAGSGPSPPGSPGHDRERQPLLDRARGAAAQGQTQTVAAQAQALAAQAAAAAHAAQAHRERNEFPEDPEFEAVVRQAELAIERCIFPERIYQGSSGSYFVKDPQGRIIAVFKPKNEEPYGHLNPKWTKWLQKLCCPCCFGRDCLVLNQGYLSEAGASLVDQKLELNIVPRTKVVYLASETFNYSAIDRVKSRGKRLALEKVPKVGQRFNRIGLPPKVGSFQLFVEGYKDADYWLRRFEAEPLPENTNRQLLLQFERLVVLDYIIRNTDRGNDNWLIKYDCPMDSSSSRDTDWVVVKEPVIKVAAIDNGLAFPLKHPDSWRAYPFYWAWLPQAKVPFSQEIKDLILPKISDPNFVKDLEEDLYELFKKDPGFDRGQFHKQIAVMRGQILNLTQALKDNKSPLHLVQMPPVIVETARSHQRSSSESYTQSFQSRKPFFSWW
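Compounds are screened against recombinant PI4K2A using PI as substrate and ATP, the latter dispensed at 300 microM. Reactions run one hour at ambient temperature before ADP-Glo detection; full inhibition defined by wells lacking enzyme.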
BAZ2B block: BAZ2B (human) inhibition. Q9UIF8. AlphaScreen BAZ2B-H3K14Ac peptide displacement. Potency, µM (doses to about 114 µM), for inactives: at the top dose activity change, negative = inhibition, usual class: inhibitors. 360,000 tested, 4.4% active. AID 504333; further: potency means the concentration at half of the fitted maximal effect; on the % scale 0 is the no-effect control and ±100 the full control effect; nearly all actives have a fitted effect of over 60% in size
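BAZ2B 50 nM plus b-H3(5-23)K14Ac 50 nM, PBS pH 7.4/0.01% Tween-20, 30 min RT; compound added (max 110 uM), 30 min RT; streptavidin donor/Ni-chelate acceptor beads 10 ug/mL final, 20 min dark; AlphaScreen read.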
G9a inh: G9a (human) methyltransferase inhibition. Potency, µM (top dose mostly 102 µM), inactives show at the top dose activity, negative = inhibition, usual class: inhibitors. 350,000 tested, 8.8% active. Q96KQ7. G9a H3K9 monomethylation, AlphaScreen, 2 h. AID 504332; further: potency means the concentration at half of the fitted maximal effect; on the % scale 0 is the no-effect control and ±100 the full control effect; nearly all actives have a fitted effect of over 75% in size
Target sequence (Q96KQ7 913-1193 limits assumed): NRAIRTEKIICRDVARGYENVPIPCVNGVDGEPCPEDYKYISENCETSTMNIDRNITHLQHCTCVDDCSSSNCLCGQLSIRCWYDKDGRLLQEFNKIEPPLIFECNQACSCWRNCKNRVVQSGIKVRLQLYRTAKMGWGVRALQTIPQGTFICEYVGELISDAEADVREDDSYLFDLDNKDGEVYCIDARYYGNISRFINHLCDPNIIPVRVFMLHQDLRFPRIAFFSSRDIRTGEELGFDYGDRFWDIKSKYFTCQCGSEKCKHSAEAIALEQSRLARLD
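AlphaScreen detection with an anti-monomethyl H3K9 antibody quantified product after a 2 h room-temperature reaction containing 500 nM biotinylated H3K9 peptide, 20 µM SAM and 20 nM enzyme, which had been preincubated 15 min with compound.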
* hit, by the source's call; i = inactive; ? = inconclusive; . = not tested or not shown; & = joins results of further samples; [ ] = remark or other dose. Unless noted, the call rests on the fitted dose curve; in most records, active means well fitted curve in the direction sought with a large enough effect; inconclusive means small, poorly fitted or top-dose-only effect, or another doubt; inactive means no such curve, though single readings can be large; an effect the other way counts as inactive or inconclusive. An excerpt; count on the stated rates, not on these rows.

Every second line gives: PI4K2A block, BAZ2B block, Pin1 inh, Pol eta inh, G9a inh, JMJD2A Tudor inh, GLS inhibitor, Tb PGK inh, HP1b binding inh
O=C(Nc1sc2c(c1C(=O)NCc1ccccc1)CCCC2)c1cc(=O)c2cc(Cl)ccc2o1
→ -2, -1%, ?, -8%, -43%[59 µM], -19%, 0%, -3%, 2%
Cn1cccc1/C=N/NC(=O)Cn1cnc2ccccc21
→ 4, ?, 0%, -6%, -4%[0.501 µM], -24%, 18%, -2%, 7%
COc1ccc(NC(=O)c2ccccc2NC(=O)CSc2ccccc2)cc1
→ -3, -2%, 4%, -13%, 18%, -10%, -1%, i, 18%
CC(=O)N1CCCc2cc(S(=O)(=O)CCC(=O)N3CCN(c4ccccc4)CC3)ccc21
→ 10, -31%, 1%, -15%, -11%, -8%, 5%, -5%, 19%
COc1ccc([C@H]2CC(=O)C=C(c3cc4ccccc4s3)C2)cc1OC
→ 1, ?, 1%, -22%, -5%[2.33 µM], ?, 5%, -6%, -7%
CC1(C)C(=O)Nc2ccccc2N1C(=O)CSc1nnc2ccccn12
→ 1, -39%, -6%, ?, 1%[59 µM], -16%, -10%, -1%, 9%
CC(C(O)c1ccc(O)cc1)N1CCC(Cc2ccccc2)CC1 (stereo not given)
→ -1&2&1&0&0, -16%&-13%, -3%&-1%&-5%, -3%, 0%[59 µM], -17%&-20%&-17%, 20%&18%&12%&17%, 0%&-5%&-8%, 31%&10%&24%
O=C(CS(=O)(=O)c1ccccc1)Nc1nccs1
→ -10, -18%, ?, -10%, -11%, 6%, 7%, 3%, -5%
COc1ccc(-c2nnc(SCC(=O)N/N=C/c3ccccc3C(=O)O)n2-c2ccc(Cl)cc2)cc1
→ 5, -13%, 30%[activator], -5%, ., -14%, -5%, i, 37%
O=C1CCCC(=O)N1c1ccc(O)cc1
→ -3, -21%, 7%, 7%, 25%, -13%, 6%, 1%, 6%
O=C(NC1CCCCC1)c1cc([N+](=O)[O-])ccc1N1CCCC1
→ -6, -4%, 2%, -6%, 6%, -20%, 8%, i, 23%
Cc1nn2c(=O)cc(CN(C)c3ccccc3)nc2s1
→ -2, -7%, 2%, -9%, -6%[59 µM], 0%, 36%[activator], -8%, 48%[activator]
CN1C(=O)C(C)(C)c2cc(S(=O)(=O)N3CCC(C(=O)Nc4ccc(Cl)cc4)CC3)ccc21
→ 3, -29%, 1%, -10%, 10%, -14%, 4%, i, 37%
C=CCN(CC=C)S(=O)(=O)c1ccc(NC(=O)COc2ccccc2OC)cc1
→ -9, 0%, 0%, -6%, 19%[59 µM], -13%[11.4 µM], -16%, i, 49%[activator]
COc1cccc(NC(=O)C2CCN(S(=O)(=O)c3ccc4[nH]c5c(c4c3)CCCCC5)CC2)c1
→ 0, -16%, 3%, -14%, -39%[59 µM], -31%, 0%, -8%, 10%
C=CCOc1ccc(C2/C(=C(/O)c3ccc4c(c3)CC(C)O4)C(=O)C(=O)N2CCCN2CCOCC2)cc1 (stereo not given)
→ 0, -30%, -1%, -1%, 45µM*, ?, 0%, 5%, 2%
COc1cccc(-n2c(SCC#N)nnc2-c2cnccn2)c1
→ -6, 10%, -10%, -7%, ?, -12%, 3%, 2%, 25%
Cc1cc(Br)ccc1NC(=O)C1CCN(S(=O)(=O)c2cnc[nH]2)CC1
→ -1, 2%, 0%, -9%, 5%, -9%, -3%, -2%, 35%
CCOC(=O)c1cc(=O)c2ccc(OCc3ccccc3)cc2o1
→ 1, 2%, 0%, -24%, -4%, -2%, -2%, -2%, 13%
CCC(=O)N1c2ccc(S(=O)(=O)N3CCCC3)cc2CC1C (stereo not given)
→ -2, -7%, 6%, -1%, 70%[activator], -16%, -21%, -7%, 0%
COc1cc(-c2ccccc2)nc(N)n1
→ 3, -18%, 0%, -8%, ?, -12%, 4%, i, 24%
S=c1nc(NCCc2ccccc2Cl)c2ccccc2[nH]1
→ 2, 6%, 3%, -13%, -3%, -18%, 4%, -14%, 17%
CN(Cc1ccccc1)C(=O)CCCn1c(=O)c2cccn2c2cccnc21
→ -4, -21%, 0%, -10%, 41%[activator], -20%, 1%, -3%, 18%
CC(C)Cc1nc2oc3c(Cl)ncnc3c2c2c1CCCC2
→ -1, 0%, -3%, -4%, 90%[activator], 77%[activator], 3%, -6%, 89%[activator]
CC(C)C(NC(=O)C(NC(=O)C1O[C@@H]2OC(C)(C)O[C@@H]2[C@H]2OC(C)(C)O[C@@H]12)C(C)C)C(=O)O (stereo not given in full)
→ -2, 7%, -12%, -8%, -50%, -1%, 2%, -6%, 38%
CCN(C(=O)COC(=O)c1cc(=O)c2ccccc2o1)c1c(N)n(Cc2ccccc2)c(=O)[nH]c1=O
→ 0, 8%, 2%, -8%, -44%, 1%, -4%, -4%, 20%
Cn1c(=O)oc2cc(S(=O)(=O)NCCC(=O)Nc3ccc(F)c(Cl)c3)ccc21
→ -6, ?, -20%, 32µM*, 0%[59 µM], -21%, 2%, ?, 33%
Cc1ccc(S(=O)(=O)N2CCCCC2)cc1NC(=O)CSc1ncnc2ccccc12
→ -2, -4%, 15%, -22%, -1%[59 µM], -28%, -1%, i, 29%
N#CCCN1CCN(Cn2c3ccccc3c3ccccc32)CC1
→ 3, -2%, -2%, -15%, 20%, -5%, 11%, 0%, 30%
O=C(NCc1ccco1)c1nc2nc(-c3cccs3)cc(C(F)(F)F)n2n1
→ -6, ?, ?, 18µM*, 45µM*, -18%[57.1 µM], -5%, 1%, 8%
Cc1ccc(-c2nnc(-c3cccs3)o2)cc1
→ -2, 2%, 13%, -3%, ., 9%, -8%, -7%, 50%[activator]
Cc1ccc2cc(CCNC(=O)c3ccc(C)c([N+](=O)[O-])c3)c(=O)[nH]c2c1
→ 2, 9%, -2%, -13%, 8%[59 µM], -2%, 21%, 4%, 27%
COc1ccccc1C(=O)NC(=O)COC(=O)c1cccc(OC(F)F)c1
→ -2, 7%, -2%, -16%, 14%[0.501 µM], -2%, 15%, 8%, 42%[activator]
COc1ccccc1-c1n[nH]c(=S)o1
→ -5, 6%, 2%, -2%, ?, -5%[11.4 µM], -5%, i, 7%
NS(=O)(=O)c1ccc(CNC(=O)c2ccc(NS(=O)(=O)c3cccs3)cc2)cc1
→ 0, ., -3%, ?, ., -5%, 0%, 4%, 36%
O=c1[nH]n(-c2ccc(Cl)cc2)c(=O)c(Cl)c1Cl
→ 1, -7%, 3%, 0%, ., -13%, 2%, -2%, 26%
O=C(O)C1CCN(C(=O)COc2ccc(Br)cc2)CC1
→ 0, ., 0%, -4%, 3%, -10%, 4%, -4%, 41%[activator]
CCc1nc2nc(C)c(NS(=O)(=O)c3ccc(Cl)cc3)c(=O)n2[nH]1
→ -4, 9%, -10%, 1%, -26%, -6%, 12%, 5%, -13%
O=C(NCCN1CCOCC1)C1(C(F)(F)F)C/C(=C\Cc2ccccc2)CCCO1 (stereo not given)
→ 2, ., -7%&0%, -22%, ., -3%&-14%, -5%, -5%, 38%&27%
C=CCNC(=O)CN1CCN(Cc2ccc3c(c2)OCO3)CC1
→ -2, -1%, 0%, -7%, ., -8%, 6%, -4%, 25%
Cc1cccc(NC(=O)COC(=O)CCc2c[nH]c3ccccc23)c1C
→ 4, -37%, 0%, -3%, 0%[12.7 µM], -22%, 1%, 5%, 7%
CCC(C(=O)OCC(=O)NCc1ccc2c(c1)OCO2)c1ccccc1 (stereo not given)
→ 0, ., 1%, -13%, ., 9%, -2%, -1%, 41%[activator]
C=CCn1c(SCC(=O)Nc2cc(NC(C)=O)ccc2OC)nnc1-c1cccnc1
→ 0, -29%, -10%, 1%, 11%[0.501 µM], -26%, 1%, -6%, -4%
COc1ccc(C(=O)CSc2nnc(C3CC3)n2N)cc1
→ 9, 8%, -8%, -21%, ?, -7%, 2%, 1%, 36%
CCN1C(=O)c2ccccc2S(=O)(=O)c2ccc(C(=O)NCC(OC)OC)cc21
→ 6, -16%, 0%, 1%, 16%, -3%, 1%, 7%, 27%
CCN(CC)S(=O)(=O)c1cc(F)ccc1OC
→ 5, 4%, -5%, -2%, 23%[59 µM], 7%, 1%, 0%, 42%[activator]

One compound at a time (already shown). Order of values: PI4K2A block	BAZ2B block	Pin1 inh	Pol eta inh	G9a inh	JMJD2A Tudor inh	GLS inhibitor	Tb PGK inh	HP1b binding inh
Entry for CCN(CC)S(=O)(=O)c1cc(F)ccc1OC → 5	4%	-5%	-2%	23%[59 µM]	7%	1%	0%	42%[activator]
Entry for Cc1cccc(NC(=O)COC(=O)CCc2c[nH]c3ccccc23)c1C → 4	-37%	0%	-3%	0%[12.7 µM]	-22%	1%	5%	7%
Entry for COc1ccc(C(=O)CSc2nnc(C3CC3)n2N)cc1 → 9	8%	-8%	-21%	?	-7%	2%	1%	36%

Rewritten as tab-separated lines: part of the list above
SMILES	PI4K2A block	BAZ2B block	Pin1 inh	Pol eta inh	G9a inh	JMJD2A Tudor inh	GLS inhibitor	Tb PGK inh	HP1b binding inh
O=c1[nH]n(-c2ccc(Cl)cc2)c(=O)c(Cl)c1Cl	1	-7%	3%	0%	.	-13%	2%	-2%	26%
O=C(O)C1CCN(C(=O)COc2ccc(Br)cc2)CC1	0	.	0%	-4%	3%	-10%	4%	-4%	41%[activator]
